Ba/F3 V617F tox – lowers viability of Ba/F3 cells expressing EpoR and JAK2V617F; ATP luminescence; inhibition, % at 5.6 µM; 220,000 compounds, 1.1% hits; AID 1446;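 active means inhibition above the campaign mean plus 3 SD over all tested compounds, cut at about 24% in these data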;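 further: cytokine-independent growth of Ba/F3 cells driven by EpoR plus mutant JAK2; 0% = DMSO-treated cells and 100% = JAK inhibitor I control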
EP2 mod – EP2 receptor (human) modulation; 260,000 compounds, 0.83% hits; AID 940; induction, % at 25 µM; EP2-expressing cells, cAMP HTRF FRET, PGE2 co-stimulation;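 active means compounds whose cAMP rise, as percent of the full-agonist control response, exceeds 60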;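 further: rat C6 glioma line stably carrying human EP2 under a CMV promoter; the protocol text gives 20 µM as final concentration; 100% = response of wells given 1 µM PGE2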
Target sequence (P43116 whole entry, looked up): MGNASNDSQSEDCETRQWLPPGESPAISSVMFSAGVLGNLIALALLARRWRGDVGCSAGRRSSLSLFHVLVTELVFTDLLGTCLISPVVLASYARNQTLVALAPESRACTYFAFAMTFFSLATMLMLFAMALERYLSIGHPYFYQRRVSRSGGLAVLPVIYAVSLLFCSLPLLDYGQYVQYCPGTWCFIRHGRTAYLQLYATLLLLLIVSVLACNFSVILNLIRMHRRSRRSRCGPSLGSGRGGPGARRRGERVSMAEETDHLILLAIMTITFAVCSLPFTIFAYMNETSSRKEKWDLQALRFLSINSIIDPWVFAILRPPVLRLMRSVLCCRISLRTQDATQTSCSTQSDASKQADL
PERK inhibitor – blocks human PERK kinase | CHO PERK-DD fusion, SEAP luminescence translation reporter | inhibition, % at 5.6 µM | 220,000 compounds, 0.17% hits | AID 1416;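 active means inhibition above the mean inhibition of all tested compounds plus 3 SD, set separately per screening campaign, cut at about 2.9% in these data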;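 further: PERK kinase domain activated by AP20187 dimerizer at 100 nM; 0% = DMSO with dimerizer and 100% = rapamycin at 8.4 µM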
m-calpain inh – blocks pig calpain II enzyme activity | inhibition, % at 16 µM | purified calpain II, fluorogenic peptide substrate, 30 min | 220,000 compounds, 0.37% hits;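 active means inhibition above about 50%, limit read from the data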
S1P4 antagonist – human S1P4 receptor antagonism; S1P4-expressing cells, antagonist mode, reporter read-out; inhibition, % at 4.98 µM; 220,000 compounds, 0.26% hits; AID 1510; in the data active means inhibition above about 29%;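 further: 0% = wells stimulated with agonist and 100% = vehicle wells without agonist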
Target sequence (O95977 whole entry, looked up): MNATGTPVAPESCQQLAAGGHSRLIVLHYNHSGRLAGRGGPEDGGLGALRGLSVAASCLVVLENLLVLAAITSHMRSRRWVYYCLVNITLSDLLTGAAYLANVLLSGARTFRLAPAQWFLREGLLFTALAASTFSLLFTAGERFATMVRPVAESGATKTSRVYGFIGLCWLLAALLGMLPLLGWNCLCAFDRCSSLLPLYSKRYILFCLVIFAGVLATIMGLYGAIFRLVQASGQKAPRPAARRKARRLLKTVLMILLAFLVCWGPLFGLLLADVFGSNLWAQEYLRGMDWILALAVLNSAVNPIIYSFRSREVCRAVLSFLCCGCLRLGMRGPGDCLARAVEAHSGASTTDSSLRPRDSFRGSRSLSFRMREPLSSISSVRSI
BaF3 tox – counter-screen for JAK2V617F inhibitors: parental Ba/F3 viability inhibitors | CellTiter-Glo ATP luminescence | inhibition, % at 5.6 µM | 220,000 compounds, 1.1% hits | AID 1486;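 active means inhibition above a per-campaign cutoff, the mean inhibition of all tested compounds plus 3 SD, cut at about 27% in these data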;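 further: 0% = DMSO wells and 100% = JAK Inhibitor I control wells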
zfTRPN1 agonist – zebrafish TRPN1 (NompC) channel agonism; activation, % at 3 µM; AID 1424; 220,000 compounds, 0.18% hits; HEK293 zebrafish TRPN1-YFP, Fluo-8 calcium fluorescence; 100% = response to 87 µM carbachol;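 active means activation above its plate's cutoff, the mean activation of test wells on that plate plus 3 SD, cut at about 19% in these data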;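 further: 0% = DMSO alone and 100% = 87 µM carbachol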
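Assay system: Zebrafish TRPN1-YFP in HEK293 cells | Incubation: Dye loading 1 h at 37 °C, then 30 min room temperature | Measured by: Kinetic Fluo-8 fluorescence, ex 470-495, em 515-575 nm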
TRPML3 ag – agonists of human TRPML3 channel | 220,000 compounds, 0.29% hits | activation, % at 3 µM | AID 1448 | HEK293 TRPML3-YFP, Fluo-8 calcium fluorescence; 100% = the carbachol control signal | Q8TDD5;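 active means activation above its plate's cutoff, the mean activation of the plate's test wells plus 3 SD, cut at about 12% in these data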;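 further: 0% = DMSO only wells and 100% = carbachol wells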
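Material: HEK293 cells stably carrying human TRPML3-YFP; compound dosing: single dose, 3 µM final nominal compound, 0.3% DMSO final; incubation: 1-h 37 °C dye load, 5-s basal, 120-s post-compound reads; technique: Fluo-8 intracellular calcium fluorescence, excitation 470-495 nm, emission 515-575 nm; read-out basis: percent activation from peak-to-basal fluorescence ratio, scaled between DMSO and carbachol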
S1P4 agonist – human S1P4 receptor agonism; O95977; S1P4-expressing cell line, agonist reporter assay; activation, % at 4.98 µM; 220,000 compounds, 0.35% hits; AID 1509; in the data active means activation above about 11%;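 further: 0% = DMSO vehicle and 100% = reference agonist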
An asterisk follows results filed as active; x = not tested or not shown.

structure | m-calpain inh | PERK inhibitor | S1P4 agonist | Ba/F3 V617F tox | BaF3 tox | zfTRPN1 agonist | EP2 mod | TRPML3 ag | S1P4 antagonist
CC1CCN(S(=O)(=O)c2ccc3ncn(CC(=O)N(C)C4CCCCC4)c(=O)c3c2)CC1 | -15 | 0.6 | -0.5 | -1 | 7 | 0.7 | -13 | 0.9 | -18
Cc1ccc(NC(=O)c2cc(NC(=O)c3ccco3)ccc2N2CCOCC2)cc1 | 4 | -0.9 | -0.6 | 0 | 2 | -0.4 | 8 | 0.4 | 7
CCOC(=O)c1c(-c2ccccc2)nc2ccccn12 | 16 | -0.5 | -1.5 | 2 | 2 | -0.5 | -1 | -0.5 | -47
CC(=O)NS(=O)(=O)c1ccc(N=c2ssc3c2-c2ccc(C)cc2NC3(C)C)cc1 | -11 | 0.4 | -2.5 | 0 | 13 | -0.8 | 18 | -0.1 | -13
Cc1noc(C)c1COC(=O)c1ccccc1Oc1ccccc1 | 10 | -0.8 | 0.9 | -3 | 1 | -2.7 | 42 | -0.7 | -1
O=C(Nc1cccc(F)c1)c1cccc(S(=O)(=O)N2CCOCC2)c1 | 16 | -0.6 | -1.0 | -1 | 6 | 0.9 | -15 | 0.2 | -7
CC(=O)/C(=C/Nc1ccc(Oc2ccccc2)cc1)c1ccccc1 | 23 | -0.2 | -4.2 | 3 | 4 | -1.5 | 0 | 0.2 | -14
COc1ccc(CCNC(=O)c2csc3c2CCCC3)cc1OC | -7 | 0.1 | 3.8 | -5 | -2 | -1.0 | -34 | -0.1 | 3
COc1ccc(CNC(=S)N2CCN(S(=O)(=O)c3cccc(F)c3)CC2)cc1 | -5 | 0.7 | 1.9 | -3 | -8 | 4.3 | -5 | 1.4 | -9
O=C1CCN(C(=O)/C=C/c2ccccc2)c2ccccc21 | -20 | 0.9 | 0.9 | 4 | 7 | 0.5 | -14 | 0.5 | -24
CC1CCCN(c2ccc(C(=O)NCc3ccco3)cc2[N+](=O)[O-])C1 (configuration not stated) | 35 | -0.6 | -1.3 | 2 | 8 | -1.0 | -22 | -0.5 | -2
COc1cccc(CNc2cccc3cccnc23)c1O | 4 | 1.0 | -2.0 | -1 | 7 | -0.3 | -24 | -0.1 | 1
O=[N+]([O-])c1cc(F)c(N2CCCCC2)cc1N1CCOCC1 | 11 | -0.1 | -4.2 | -1 | 1 | -0.3 | 12 | -0.1 | 9
COc1ccc(-c2csc(NC(=O)c3cc(C)on3)c2C#N)cc1OC | -90 | 1.1 | -0.7 | -1 | 5 | -0.8 | 17 | 0.8 | -6
CCOC(=O)Cn1c2ccccc2c2nc3ccccc3nc21 | -268 | -0.4 | 1.5 | 1 | 3 | -0.9 | 44 | -0.3 | 2
O=[N+]([O-])c1ccc(Nc2ccc(N3CCOCC3)cc2)c([N+](=O)[O-])c1 | 6 | 2.1 | 0.9 | -2 | 1 | -0.8 | -61 | 0.7 | -13
CCOc1cc(OCC)cc(C(=O)NCCCN2CCOCC2)c1 | -12 | 0.7 | -1.4 | 2 | 8 | 1.3 | 13 | 0.7 | 1
CCCCCN(C(=O)NC(=O)NC(C)CC)S(C)(=O)=O (configuration not stated) | -39 | 2.1 | 1.0 | 4 | 89* | 1.6 | 7 | 0.6 | -2
Cc1nonc1C1CCCN1C(=O)c1cc(COc2ccc(F)cc2Cl)on1 (configuration not stated) | -6 | -0.6 | 2.1 | 3 | 2 | -0.7 | -44 | -0.2 | -16
Cc1ccc(NS(=O)(=O)c2ccc(N/N=C/c3ccncc3)c([N+](=O)[O-])c2)c(C)c1 | 0 | -0.9 | -0.2 | -2 | 1 | -0.5 | -17 | 0.3 | -29
CSc1cc(-c2ccc(Cl)cc2)[nH]c(=O)c1C#N | -201 | 2.2 | -2.7 | 3 | 3 | 0.6 | 13 | 0.1 | 0
c1ccc(OCc2cc(-c3ccccc3)no2)cc1 | 1 | 1.2 | 0.9 | 1 | 5 | 0.4 | -23 | 0.0 | -19
O=C(CCC1CCCN(C(=O)Cc2ccc(F)cc2)C1)N1CCN(c2ccccn2)CC1 (configuration not stated) | -6 | 0.2 | -0.6 | 0 | 0 | 1.4 | 5 | 1.5 | -1
CC1CCCN(c2nc3nonc3nc2N2CCCC(C)C2)C1 (configuration not stated) | 5 | -0.4 | -1.1 | 3 | 5 | -1.2 | 40 | -0.7 | -17
Cc1cc(Oc2ccccc2)nc(NCc2ccccc2)n1 | 12 | -0.5 | 1.6 | 1 | 0 | -0.6 | 66* | -0.2 | -10

Reprinted from the part before: 2 compounds; new compounds follow.
structure | m-calpain inh | PERK inhibitor | S1P4 agonist | Ba/F3 V617F tox | BaF3 tox | zfTRPN1 agonist | EP2 mod | TRPML3 ag | S1P4 antagonist
CC1CCCN(c2nc3nonc3nc2N2CCCC(C)C2)C1 (configuration not stated) | 5 | -0.4 | -1.1 | 3 | 5 | -1.2 | 40 | -0.7 | -17
Cc1cc(Oc2ccccc2)nc(NCc2ccccc2)n1 | 12 | -0.5 | 1.6 | 1 | 0 | -0.6 | 66* | -0.2 | -10
CCN(CC)CCCN1C(=O)C(=O)/C(=C(/O)c2cnn(-c3ccccc3)c2C)C1c1ccncc1 (configuration not stated) | x | 0.3 | 1.0 | -3 | 0 | -1.6 | x | 0.3 | 22
COc1ccccc1OCc1nc(C#N)c(N2CC(C)CC(C)C2)o1 (configuration not stated) | -2 | -0.7 | 0.1 | -4 | 4 | -2.1 | 7 | -1.3 | -11
COc1ccc(CN(C)CC(=O)Nc2c(C)cccc2C)c(OC)c1 | 28 | -0.6 | 1.7 | 3 | 5 | 0.0 | -26 | 0.8 | -11
Nc1c(C(=O)N/N=C/c2ccccc2Cl)oc2nc(-c3ccccc3)cc(-c3ccco3)c12 | -81 | -0.9 | 1.1 | -1 | 2 | 0.3 | 17 | 0.7 | -1
CN(C)c1ccc(C(=O)N/N=C/c2cc(Br)cc(Br)c2O)cc1 | -39 | 2.0 | 0.2 | -1 | -2 | 0.5 | -13 | 0.6 | 10
CN1CCCN(C(c2ccccc2)c2ccc(Cl)cc2)CC1 (configuration not stated) | 12 | -1.2 | 1.8 | 3 | 9 | 2.3 | -39 | 2.3 | -20
COc1ccccc1CN(Cc1cc2cc(C)cc(C)c2[nH]c1=O)Cc1nnnn1CC1CCCO1 (configuration not stated) | -30 | -0.2 | 0.0 | 1 | 3 | -2.0 | 23 | 0.2 | -4
CC(=O)NC(Cc1cccc(C)c1)C(=O)NC1CCN(c2ncccc2[N+](=O)[O-])CC1 (configuration not stated) | -16 | 0.6 | -0.6 | -3 | 2 | -0.4 | -1 | -0.1 | -13
O=C(NCCc1ccc(Cl)cc1)C1CCCN(S(=O)(=O)c2cnc[nH]2)C1 (configuration not stated) | -1 | 0.4 | -4.3 | -4 | 2 | -1.0 | 17 | 0.1 | -13
O=C(Nc1ccccc1)C(Cc1ccccc1)NC(=O)C12CC3CC(CC(C3)C1)C2 (configuration not stated) | 8 | 1.3 | 1.8 | -1 | 2 | -0.7 | 12 | 0.7 | -7
CC(=O)c1ccc(N2Cc3ccccc3C2=NC(=O)c2cccs2)cc1 | -5 | 1.0 | 0.6 | -1 | 4 | 1.1 | 15 | 0.4 | -10
Cc1ccc(S(=O)(=O)N(Cc2cc3ccc(C)cc3[nH]c2=O)c2ccccc2)cc1 | -6 | -0.7 | 1.4 | -5 | 0 | 0.5 | 15 | -0.2 | -7
CC1CCN(c2c(NCc3ccc(C(=O)N4c5ccccc5CC4C)cc3)c(=O)c2=O)CC1 (configuration not stated) | -10 | 1.0 | 0.5 | 0 | 4 | 0.0 | 17 | 0.2 | -3
O=C1C=C(NCc2ccccc2)c2ccccc2C1=O | 7 | 0.9 | -1.2 | 4 | 10 | 0.3 | -106 | 0.6 | 5
COc1ccc(OC)c(NC(=O)c2ccc(CN(c3cc(Cl)ccc3C)S(=O)(=O)c3ccccc3)cc2)c1 | -126 | 0.9 | 0.7 | 1 | 3 | 0.6 | 34 | 1.2 | -3
O=C(Nc1scc(-c2cccs2)c1C(=O)O)c1cccs1 | -16 | 0.9 | 0.6 | 1 | 1 | -1.8 | -21 | -0.1 | -11
COc1ccc(O)c(-c2cc(-c3cccs3)[nH]n2)c1 | -5 | -0.8 | -0.8 | 9 | 11 | 0.8 | -32 | 0.6 | 5
Cn1c(NC(=S)Nc2ccccc2)nc2ccccc21 | -6 | -0.9 | 0.3 | -2 | 3 | 1.7 | 23 | 0.7 | -14
Cc1cccc(OCC(=O)Nc2cc(C)c(C)cc2O)c1 | -1 | 1.2 | 1.0 | -1 | 4 | 2.3 | -3 | 0.7 | -7

In the list so far, nine contain an aryl methoxy group.
structure | m-calpain inh | PERK inhibitor | S1P4 agonist | Ba/F3 V617F tox | BaF3 tox | zfTRPN1 agonist | EP2 mod | TRPML3 ag | S1P4 antagonist
COc1ccc(CCNC(=O)c2csc3c2CCCC3)cc1OC | -7 | 0.1 | 3.8 | -5 | -2 | -1.0 | -34 | -0.1 | 3
COc1ccc(CNC(=S)N2CCN(S(=O)(=O)c3cccc(F)c3)CC2)cc1 | -5 | 0.7 | 1.9 | -3 | -8 | 4.3 | -5 | 1.4 | -9
COc1cccc(CNc2cccc3cccnc23)c1O | 4 | 1.0 | -2.0 | -1 | 7 | -0.3 | -24 | -0.1 | 1
COc1ccc(-c2csc(NC(=O)c3cc(C)on3)c2C#N)cc1OC | -90 | 1.1 | -0.7 | -1 | 5 | -0.8 | 17 | 0.8 | -6
COc1ccccc1OCc1nc(C#N)c(N2CC(C)CC(C)C2)o1 (configuration not stated) | -2 | -0.7 | 0.1 | -4 | 4 | -2.1 | 7 | -1.3 | -11
COc1ccc(CN(C)CC(=O)Nc2c(C)cccc2C)c(OC)c1 | 28 | -0.6 | 1.7 | 3 | 5 | 0.0 | -26 | 0.8 | -11
COc1ccccc1CN(Cc1cc2cc(C)cc(C)c2[nH]c1=O)Cc1nnnn1CC1CCCO1 (configuration not stated) | -30 | -0.2 | 0.0 | 1 | 3 | -2.0 | 23 | 0.2 | -4
COc1ccc(OC)c(NC(=O)c2ccc(CN(c3cc(Cl)ccc3C)S(=O)(=O)c3ccccc3)cc2)c1 | -126 | 0.9 | 0.7 | 1 | 3 | 0.6 | 34 | 1.2 | -3
COc1ccc(O)c(-c2cc(-c3cccs3)[nH]n2)c1 | -5 | -0.8 | -0.8 | 9 | 11 | 0.8 | -32 | 0.6 | 5

Screening data (PubChem)
